TNAP inh no acc: TNAP (human) inhibition, acceptor-free conditions | P05186 | purified TNAP, CDP-star luminescence, 30 min | inhibition, % at 20 µM | actives 0.26% (n = 200,000);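 active = tissue-nonspecific alkaline phosphatase inhibition above about 50% at 20 µM in the single-dose screen, limit read from the data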;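 note: 0% = DMSO negative control and 100% = EDTA positive control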
Efa HMGR inh: inhibitors of class II HMG-CoA reductase from Enterococcus faecalis | purified E. faecalis HMGR, NADPH absorbance 340 nm kinetic | inhibition, % at 10 µM | actives 0.41% (n = 190,000) | AID 1066;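 active = inhibition above a set limit, the median over all tested compounds plus 3 SD, cut at about 9.5% in these data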;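 note: enzyme runs in reverse so mevalonate oxidation gives rising NADPH absorbance; 0% = complete reaction with DMSO and 100% = background rate lacking mevalonate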
TNAP inh hi DEA: inhibitors of human TNAP at high phosphate acceptor concentration | P05186 | purified TNAP, CDP-star luminescence, 1 M DEA | inhibition, % at 20 µM | actives 0.03% (n = 200,000) | AID 1135;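 active = over 50% inhibition of tissue-nonspecific alkaline phosphatase at 20 µM in the single-dose screen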;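 note: plate controls were DMSO wells for no effect and EDTA-quenched wells as full inhibition for full effect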
G6PDH counter: L. mesenteroides G6PDH inhibition counter-screen; Purified L. mesenteroides G6PDH, diaphorase/resazurin coupled fluorescence, 45 min; inhibition, % at 5 µM; actives 0.12% (n = 200,000); in the data active = inhibition above about 50%
FLuc stim CS: firefly luciferase counter-screen for stimulation assays; activation factor at 10 µM; ATPlite luciferase biochemical, luminescence, 10 min; 0 = ATP-free wells, 1 = DMSO control; 200,000 tested, under 10 active; P08659;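 active = luciferase activation factor, scaled between plate controls, of at least 2 with compound at 10 µM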
Target sequence (P08659 whole entry, looked up): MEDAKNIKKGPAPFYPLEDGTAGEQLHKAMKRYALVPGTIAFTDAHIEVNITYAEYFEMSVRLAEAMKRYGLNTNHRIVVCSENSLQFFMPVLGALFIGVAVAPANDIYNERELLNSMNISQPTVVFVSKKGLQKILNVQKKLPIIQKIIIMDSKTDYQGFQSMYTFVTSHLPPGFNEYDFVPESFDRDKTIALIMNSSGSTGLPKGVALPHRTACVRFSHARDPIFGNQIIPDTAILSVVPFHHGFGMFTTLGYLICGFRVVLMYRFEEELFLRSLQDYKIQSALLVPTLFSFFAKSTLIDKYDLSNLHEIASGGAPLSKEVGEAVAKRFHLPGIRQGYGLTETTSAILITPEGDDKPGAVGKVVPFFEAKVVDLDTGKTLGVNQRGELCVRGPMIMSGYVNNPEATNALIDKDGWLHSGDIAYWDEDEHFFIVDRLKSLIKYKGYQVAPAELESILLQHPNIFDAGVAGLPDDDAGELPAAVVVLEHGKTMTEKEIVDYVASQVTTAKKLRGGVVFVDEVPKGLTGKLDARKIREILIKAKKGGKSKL
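System: luciferase plus luciferin reagent, cell-free; medium: PBS as buffer for the ATP substrate; dosing: test compounds dosed from 2 mM stocks in 100% DMSO; timing: 10 min post-reagent at room temperature; measured by: luminescence measurement of luciferase light output; evaluation: luciferase activation, seen as luminescence increase over controls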
TNAP act hiacc: activators of human TNAP at high phosphate acceptor concentration | activation factor at 20 µM | P05186 | 200,000 tested, under 10 active | purified TNAP, CDP-star luminescence, 1 M DEA, 30 min; hits give high values; 0 = EDTA background, 1 = DMSO-only activity;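 active = activation factor at least 2 at 20 µM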
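Measured by: Luminescent substrate turnover signal | Test system: Human TNAP | Input: TNAP 1/800 final | Dosing: 20 µM single point | Schedule: 30 min, room temperature | Controls: EDTA wells as negative control, DMSO wells as positive control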
Diaphorase inh: inhibits diaphorase or chemically oxidizes, flagging diaphorase assay artifacts | diaphorase resazurin-to-resorufin fluorescence, NADH, 16 min; bacterial (C. kluyveri) enzyme, not human | inhibition, % at 20 µM | actives 0.69% (n = 190,000) | AID 1217;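 active = primary screen inhibition at 20 µM above a set limit, cut at about 50% in these data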;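 note: plate controls were DMSO with full reaction for no effect and wells lacking NADH for full effect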
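Benchmarks: positive control wells lacking NADH, neutral wells with DMSO only. System: bacterial diaphorase enzyme (C. kluyveri). Input: 0.14 U/mL diaphorase, enzyme working solution. Detection: resorufin fluorescence, excitation 544 nm, emission 590 nm. Times: 16-min room-temperature incubation before reading.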
Diaphorase act: diaphorase activation or chemical reduction counter-screen. Diaphorase/resazurin coupled assay, resorufin fluorescence, 16 min; hits give high values; 1 = vehicle wells, 0 = NADH-free wells. activation factor at 20 µM. actives 0.005% (n = 190,000). AID 1229;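 active = diaphorase activity raised at least twofold by the compound at 20 µM; inactive = activation factor below 2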
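Assay system: bacterial diaphorase enzyme (C. kluyveri) / Input: enzyme 0.07 U/mL final / Medium: 50 mM HEPES pH 7.4 with 4.542 mM MgCl2, 0.005% Tween 20 / Doses: single compound dose of 20 µM, 1% DMSO final / Incubation: 16 min enzyme reaction, ambient temperature / Signal: fluorescence, excitation 544 nm and emission 590 nm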
PMI act hi M6P: increases human PMI activity with near-saturating mannose 6-phosphate; coupled PMI enzyme assay, resazurin fluorescence, 20 min; hits give high values; 1 = untreated enzyme, 0 = substrate-free blank; activation factor at 20 µM; actives 0.34% (n = 190,000); AID 1216;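 active = activation factor of 2 or more at 20 µM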
Target sequence (P34949 whole entry, looked up): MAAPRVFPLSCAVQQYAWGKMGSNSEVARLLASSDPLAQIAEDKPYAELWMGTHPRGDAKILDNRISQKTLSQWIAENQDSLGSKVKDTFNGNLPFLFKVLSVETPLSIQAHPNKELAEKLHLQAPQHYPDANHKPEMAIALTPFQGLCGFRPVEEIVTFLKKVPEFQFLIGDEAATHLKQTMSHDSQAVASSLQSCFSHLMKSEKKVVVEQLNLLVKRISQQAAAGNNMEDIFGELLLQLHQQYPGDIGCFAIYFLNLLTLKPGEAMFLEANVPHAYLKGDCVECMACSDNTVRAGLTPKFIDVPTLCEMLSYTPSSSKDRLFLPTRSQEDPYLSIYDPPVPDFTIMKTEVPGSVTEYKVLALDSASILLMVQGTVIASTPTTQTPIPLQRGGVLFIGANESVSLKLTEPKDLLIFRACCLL
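Test system: Human PMI in coupled enzyme assay | Input: 15 ng/mL PMI | Medium: HEPES-buffered pH 7.4 with magnesium and detergent | Compound: One concentration, 20 µM, in 1% DMSO | Incubation: Enzyme reaction with compound 20 min at room temperature | Detection: Diaphorase-driven resazurin-to-resorufin fluorescence, excitation 544, emission 590 nm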
PMI activator: phosphomannose isomerase (human) activation. P34949. purified human PMI, coupled resazurin fluorescence, 20 min; hits give high values; 1 = vehicle control, 0 substrate-free wells. activation factor at 20 µM. actives 0.005% (n = 190,000). AID 1214;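 active = activation factor of 2 or more at 20 µM, relative to plate controls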
* = called active by the depositor; x = no result given.

cpd	SMILES	TNAP inh no acc	Efa HMGR inh	TNAP inh hi DEA	G6PDH counter	FLuc stim CS	TNAP act hiacc	Diaphorase inh	Diaphorase act	PMI act hi M6P	PMI activator
1	CC(=O)Nc1ccc2nc(NS(=O)(=O)c3ccc(C)cc3)sc2c1	-10	1	-6	7	1	1.1	15	0.8	0.9	1
2	CCOC(=O)C1=C(C)NC2=C(C(=O)c3ccccc32)C1c1cccnc1 (stereo not drawn)	-1	-1	6	-6	1	0.9	10	0.9	1.2	1
3	CC(=O)Nc1ccc(S(=O)(=O)NCC(=O)OCC(=O)c2cc(C)n(-c3ccc4c(c3)OCO4)c2C)cc1	0	4	-1	0	1	1	28	0.7	0.7	0.9
4	CCCC(C)NC(=O)c1ccc(-c2ccccc2)cc1 (stereo not drawn)	-6	-2	1	2	0.7	1	3	1	1	0.9
5	Cc1cc(=O)cc(C)n1-c1ccc2c(c1)nc(C)n2-c1ccccc1	-9	x	-7	2	1.1	1.1	22	0.8	0.9	0.9
6	Nc1ncnc2c1C1(CCCCC1)Cc1ccccc1-2	-20	-3	-3	-8	1.1	1	21	0.8	0.9	0.8
7	CC(=O)Nc1cccc(/C(C)=N/NS(=O)(=O)c2ccc(C)cc2)c1	-4	-2	-1	8	1	1	4	1	0.9	1.2
8	Cc1cc(N2CCN(C(=O)c3ccco3)CC2)n2ncnc2n1	-1	-5	6	0	1	0.9	-12	1.1	1.3	1.2
9	COc1cc2[nH]c(=O)n(CCC(=O)NCCCN3CCN(c4ccccc4F)CC3)c(=O)c2cc1OC	-5	1	-1	0	1.1	1	9	0.9	0.9	1
10	COc1cccc(C(=O)COC(=O)C(C)N2C(=O)c3ccccc3C2=O)c1 (stereo not drawn)	-13	-8	-7	3	1	1.1	18	0.8	1	0.9
11	Cc1cc(NC(=O)CSc2nnc(C3CC3)n2N)c([N+](=O)[O-])cc1C	-7	4	-5	-2	1.1	1.1	19	0.8	0.8	0.9
12	Nc1nc(SCC(=O)Nc2ccccc2Sc2ccccc2)n[nH]1	-3	0	-1	11	1.1	1	15	0.8	0.9	0.9
13	FC(F)Sc1ccc(-n2cc(-c3ccccc3)[n+]3c2CCC3)cc1	-6	-3	-2	-1	1	1	9	0.9	1	0.8
14	Cc1ccccc1NC(=S)N(C)CCc1ccccn1	-12	4	1	-4	1.1	1	5	1	1	0.9
15	COCCCNc1nc2c(-c3cccc(C)c3)nnn2c2ccccc12	-16	-3	-3	1	1	1	1	1	1	1
16	COc1ccc(CNC(=O)CN2CCC(C(=O)c3ccc(OC)cc3)CC2)cc1	-13	2	-5	5	1	1	12	0.9	0.8	0.9
17	O=C(CN(Cc1cccs1)C(=O)CNS(=O)(=O)c1ccccc1)NC1CCCC1	-11	-4	-7	1	1	1.1	13	0.9	1	1
18	Cc1cccc(-n2nnc(C(=O)NC3CCCc4ccccc43)c2N)c1 (stereo not drawn)	5	-4	-4	10	1.1	1	17	0.8	1	1
19	CCCCc1oc2c(c(=O)c1C)C(=O)CC(c1ccccc1)C2 (stereo not drawn)	-14	-5	-1	13	1	1	0	1	1	1
20	COc1cc(/C=N/Nc2nc(C)nc3c2cnn3-c2ccccc2)ccc1O	-101	-5	-5	-6	1	1	8	0.9	0.9	0.9
21	O=C(NCCCc1ccccc1)C1CC(=O)N(c2ccc3c(c2)OCCO3)C1 (stereo not drawn)	-13	-2	-3	3	1	1	16	0.8	1	1
22	CC(C)(C)c1[nH]nc2c1C(C1C=CCCC1)C(C#N)=C(N)O2 (stereo not drawn)	32	-3	-3	9	1.1	1	22	0.8	1	1
23	COc1cc(OC)cc(C(=O)Nn2c(C)nc3ccccc3c2=O)c1	-9	0	-2	1	1	1	11	0.9	1	1
24	CCOc1ccc(-c2nc(N)ncc2Oc2cccc(OC)c2)c(O)c1	-7	-1	2	-7	1	1	3	1	1	1
25	Cc1cc(C(=O)CCl)c(C)n1CC1COc2ccccc2O1 (stereo not drawn)	9	1	-4	16	1	1	20	0.8	1.1	1.1
26	Cc1nc(NCCN2CCOCC2)c2nnn(Cc3ccccc3Cl)c2n1	-9	1	-6	24	1	1.1	0	1	1.1	1
27	COc1ccc(CCNS(=O)(=O)c2ccc3c(c2)CC(C)N3C(C)=O)cc1OC (stereo not drawn)	-9	0	-6	8	1	1.1	7	0.9	0.9	1
28	COc1ccc(C(=O)NNC(=O)CN2CCN(c3nc(-c4ccccc4)cs3)CC2)cc1	-28	-7	-2	-9	1	1	-7	1.1	1.1	1
29	COc1ccc(C)cc1S(=O)(=O)N1CCC(C(=O)NCCC2=CCCCC2)CC1	-5	-5	-1	16	1	1	7	0.9	0.9	0.9
30	CCOC(=O)C(=NCCOC)NNc1cc(Cl)ccc1Cl	-4	0	-2	-4	1	1	22	0.8	1.1	1
31	Cc1ccc(C2=[N+]([O-])C(C)(C)CC2)cc1	-18	4	-8	8	1	1.1	-6	1.1	1.1	1
32	O=C(Nc1ccc2c(c1)OCCO2)NC12CC3CC(CC(C3)C1)C2	-35	-2	-9	13	0.9	1.1	-7	1.1	1.1	1
33	CCOc1ccccc1C1CC(=O)Nc2c1c(=O)n(C)c(=O)n2C (stereo not drawn)	5	-5	-1	12	1	1	-16	1.2	1.1	1.1
34	CCOCCCNCc1ccc(OCc2ccccc2Cl)cc1	-13	-2	3	4	1	1	11	0.9	0.9	1
35	O=P(O)(CP(=O)(c1ccccc1)c1ccccc1)c1ccccc1O	-5	-4	-1	5	1	1	9	0.9	0.9	1
36	O=C(NCc1cccnc1)c1cc2nc(-c3cccs3)cc(C(F)(F)Cl)n2n1	-5	-1	-5	-2	1.1	1.1	25	0.8	1.5	1.4
37	CCOC(=O)CNC(=O)CNC(=O)c1ccc(OC)cc1	-8	-2	-5	5	1	1.1	13	0.9	0.9	0.9
38	Cn1c(/N=C/c2c[nH]c3ccccc23)nc2ccccc21	-9	-1	-6	1	0.1	1.1	31	0.7	0.9	0.8
39	COc1ccccc1N1CCN(C(=O)CCc2c[nH]c3ccccc23)CC1	-3	2	1	1	1	1	13	0.9	0.9	0.9
40	COc1ccccc1CCNC(=O)c1cnn2c(C(F)F)cc(C)nc12	-1	1	-4	-9	1.1	1	21	0.8	1	1
41	Cc1cc(NC(=O)CCCn2ccc([N+](=O)[O-])n2)n(Cc2ccc(F)cc2)n1	-11	1	1	4	1	1	0	1	1	1.1
42	O=C(NNS(=O)(=O)c1ccc2ccccc2c1)c1cccnc1	1	-2	-3	6	1.1	1	3	1	1.1	1.2
43	O=C(Nc1ccc(Cl)cc1)c1cccc(N2C(=O)C3C4CCC(C4)C3C2=O)c1 (stereo not drawn)	-6	3	-3	13	1	1	5	1	1	1
44	CSc1c(CC(=O)Nc2ccc(F)cc2)n(Cc2ccccc2)c2ccccc12	-17	-4	-2	-6	1.1	1	3	1	1.1	0.9
45	Cc1ccc(S(=O)(=O)Nc2ncc(C(F)(F)F)cc2Cl)cc1	-2	-3	0	16	1	1	6	0.9	0.8	0.9
46	C=CCN(C(=O)CCC(=O)O)C1CC(=O)N(c2ccc(OCCC)cc2)C1=O (stereo not drawn)	-6	-1	-2	9	1	1	13	0.9	0.9	0.8
47	Cc1c(C(=O)O)oc2c1/C(=N\O)CCC2	-10	-6	1	7	1.1	1	2	1	1.1	1.1
48	CC1(C)Cc2nc3sc(C(=O)NCCO)c(N)c3cc2CO1	-3	-4	5	-4	0.9	0.9	-2	1	1.1	1.1
49	O=C(CCCOc1ccc(Cl)cc1Cl)N/N=C\C1CCCCC1	-5	3	-6	2	1.1	1.1	19	0.8	1	1
50	CCOC(=O)c1c(C)c(C(=O)NC(C)COC)c(C)n1C (stereo not drawn)	-6	-11	-5	-1	1.1	1.1	10	0.9	1	1

The list goes on.
cpd	SMILES	TNAP inh no acc	Efa HMGR inh	TNAP inh hi DEA	G6PDH counter	FLuc stim CS	TNAP act hiacc	Diaphorase inh	Diaphorase act	PMI act hi M6P	PMI activator
51	Cc1cc(NC(=O)/C=C/c2ccc(Cl)cc2)no1	6	2	8	4	1	0.9	1	1	1.1	1.1
52	O=C(COC(=O)c1ccc(-c2ccccc2)cc1)Nc1ccccc1-c1ccccc1	-10	-3	-3	7	1	1	6	0.9	0.9	0.8
53	O=C(Nc1c(C(=O)C2CC2)oc2ccccc12)c1ccc(Cl)cc1	-9	0	2	-23	1	1	6	0.9	1	0.9
54	CCCCNCC1C(Oc2ccc(Cl)cc2)C(=O)N1c1ccccc1C (stereo not drawn)	-14	1	-3	4	1	1	6	0.9	1.1	1.1
55	COc1ccc(-c2nnc(SC)n2C)cc1	-13	-2	-8	2	1	1.1	5	0.9	1.1	1.1
56	COC(=O)C1=C(N)OC2=C(C(=O)CC(C)(C)C2)C1c1cccs1 (stereo not drawn)	-6	2	-9	5	1.1	1.1	30	0.7	0.9	1
57	Cn1c2ccccc2c2c(C(=O)NCC3CCCO3)cn(C3CCCC3)c(=O)c21 (stereo not drawn)	-9	-3	-3	-17	1.1	1	21	0.8	1	0.9
58	Cc1cc2n(n1)SC(Nc1cccc3ccccc13)N2 (stereo not drawn)	-43	4	-2	10	1	1	21	0.8	0.5	0.4
59	c1c2c(cc3sc(N4CCOCC4)nc13)OCCO2	-8	-4	-3	1	0.2	1	-1	1	1	1
60	CCOC(=O)C(=O)N1CCC(Cc2ccccc2)CC1	-9	0	1	9	1	1	7	0.9	1	1
61	CCOC(=O)C1=C(C)Nc2ccccc2N=C1NC(=O)Cc1ccc(OC)cc1	-9	-2	3	-3	1.1	1	2	1	1	1

Full records as entered above. Screens in order: TNAP inh no acc	Efa HMGR inh	TNAP inh hi DEA	G6PDH counter	FLuc stim CS	TNAP act hiacc	Diaphorase inh	Diaphorase act	PMI act hi M6P	PMI activator
CCCCNCC1C(Oc2ccc(Cl)cc2)C(=O)N1c1ccccc1C (stereo not drawn) across the screens: -14	1	-3	4	1	1	6	0.9	1.1	1.1
O=C(COC(=O)c1ccc(-c2ccccc2)cc1)Nc1ccccc1-c1ccccc1 across the screens: -10	-3	-3	7	1	1	6	0.9	0.9	0.8
O=C(Nc1c(C(=O)C2CC2)oc2ccccc12)c1ccc(Cl)cc1 across the screens: -9	0	2	-23	1	1	6	0.9	1	0.9

Screening results: PubChem, several laboratories

The order is random. About 1.7% of those tested had a hit in this group.
